# aSyn yeast rescue: qHTS of alpha-syn Inhibitors: NCGC Sytravon Library Screen | hit rate 0.02% among 94,000 | AID 1347070, 2019 | Potency, µM (highest dose often 46.1 µM), for the others: at the top dose growth rescue (activation), actives largely listed as activators | S. cerevisiae alpha-synuclein toxicity rescue, BacTiter-Glo growth, 24 h; active = well fitted activation curve with a large enough effect; inconclusive = small, poorly fitted or top-dose-only effect; also: 0% is about no effect
#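 Growth restoration measured by BacTiter-Glo luminescence after 24 hr at 30 deg C; alpha-synuclein yeast, raffinose-pregrown to mid-log, were added at OD600=0.02 in galactose medium onto pinned compounds.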
# * = called active by the depositor; ? = inconclusive; & = joins results of further samples. Potency is read from the fitted curve at half-maximal effect. Not all compounds are listed; the hit share may differ from the screen's.
structure	aSyn yeast rescue
CC(=O)c1ccc(N2CCN(C(=S)Nc3ccccc3C(F)(F)F)CC2)cc1	6.6%
CCCCOc1ccc(OC(=O)c2sc3ncn(Cc4cccc(F)c4)c(=O)c3c2C)cc1	3.4%
C=C(CO)C1Cc2cc(C(C)=O)ccc2O1 (stereo unspecified)	-3.7%
O=C(CN(Cc1ccccc1Cl)C(=O)c1csnn1)NCc1ccc(F)cc1	-8.5%
CC(=O)N1C[C@H]2CON(C)[C@H]2C[C@H]1c1ccc(-c2ccc(C#N)cc2)cc1	11.4%
COc1cccc(NC(=O)C2CCCN(S(=O)(=O)c3cccc4nonc34)C2)c1 (stereo unspecified)	-3.2%
Cc1cc(Nc2ccc(C)c(C)c2)n2ncnc2n1	-3.4%
CC(C)(C)c1cc[n+](CC(=O)Nc2cc(C(F)(F)F)ccc2N2CCOCC2)cc1	7.6%
Cc1ccc(Cl)cc1NC(=O)C1CCN(S(=O)(=O)c2cccc3nonc23)CC1	-1.6%
Cc1ccc(C)c(CN2C(=O)CSc3ccc(C(=O)NCc4ccccc4)cc32)c1	0.3%
CCOC(=O)C1(C)Oc2ccc(S(=O)(=O)CC)cc2NC1=O (stereo unspecified)	7.4%
O=C(Cn1nc(-c2ccc(Cl)cc2)ccc1=O)NCCc1ccccc1	-4.6%
COc1ccc(N2CCN(S(=O)(=O)c3ccc4c(c3)C(C(C)C)C(=O)N4)CC2)cc1 (stereo unspecified)	-5.8%
COc1cccc(-n2cc(C(=O)NCCc3cccc(C)c3)c3ccccc3c2=O)c1	-2.7%
C/C=C/c1ccc(OCC(=O)Nc2cc(Cl)ccc2-n2cncn2)c(OC)c1	-5.0%
COc1cc(C(=O)NCC(c2ccc(N(C)C)cc2)N2CCc3ccccc32)cc(OC)c1OC (stereo unspecified)	-0.1%
CC(NC(=O)c1cnc2ccccc2n1)c1ccccc1 (stereo unspecified)	-2.9%
CSCC[C@H](NC(=O)OC(C)(C)C)C(=O)N/N=C/c1cccc2cccnc12	-14.3%
CCN(CC)c1ccc(NS(=O)(=O)c2ccc3c(c2)oc(=O)n3C)c(C)c1	-2.9%
Fc1ccc(Nc2nc3ccccc3s2)cc1	5.5%
COc1cccc(-c2nc(CS(=O)(=O)CC(=O)Nc3cccc(C)c3C)c(C)o2)c1	6.4%
Cc1c(Cc2ccccc2)c(=O)oc2cc(OCc3ccc(C(=O)O)cc3)ccc12	1.5%
COc1cccc(-c2cn3c(n2)sc2cc(C(=O)NC4CCCCC4)ccc23)c1	-6.3%
CCOc1ccccc1C(=O)NCC(=O)NCC1CCCCC1	0.2%
O=[N+]([O-])c1cnn(-c2nc(-c3cccs3)cc(C(F)(F)F)n2)c1	-1.3%
COCc1cc(C)nc2sc3c(=O)n(-c4ccccc4C(F)(F)F)nnc3c12	-1.4%
Cc1nc2ccc(NC(=O)/C=C/C(=O)O)cc2nc1C	16.1%
CCOC(=O)N1CCN(C(=O)c2cc3c(-c4cccc(OC)c4)nn(C)c3s2)CC1	3.6%
CCCCN(Cc1cc2cc(C)ccc2[nH]c1=O)C(=O)c1ccccn1	3.2%
CN1Cc2c(N3CCOCC3)nc(SCCC#N)c(C#N)c2CC1(C)C	-4.9%
Cc1ccc(NC(=O)c2cnc(SCC(=O)N3CCOCC3)n(C)c2=O)cc1C	-14.4%
COc1ccccc1N1CCN(c2ccc(-c3nc(-c4ccccc4C)no3)cc2[N+](=O)[O-])CC1	-2.9%
Cc1ccc(-c2nc3cccnc3s2)cc1NC(=O)C1c2ccccc2Oc2ccccc21	5.3%
CC(C)N1CCC(N2CCN(Cc3ccc(Oc4ncccn4)cc3)CC2CCO)CC1 (stereo unspecified)	2.0%
COc1ccccc1CNC(=O)CCn1c(=O)c2ccccc2n(CC(=O)Nc2cccc(Cl)c2)c1=O	-10.3%
CC1=C(C(=O)OC(C)C)C(c2cccs2)n2ncnc2N1 (stereo unspecified)	1.1%
CCOC(=O)C(NC(=O)c1ccc(Cl)cc1Cl)(Nc1ccc(C)cc1)C(F)(F)F (stereo unspecified)	-13.5%
C=Cc1ccc(Cn2c(=O)n(-c3cccc(Cl)c3)c(=O)c3c4c(sc32)CN(C(C)=O)CC4)cc1	0.4%
COc1ccc(-n2c(SCC(=O)Nc3ccc4c(c3)OCO4)nc3c(c2=O)SCC3)cc1	-6.0%
Cc1cccc2sc(NC(=O)CSc3cn[nH]n3)nc12	6.8%
CCN(CC)S(=O)(=O)c1ccc2oc(C(=O)Nc3ccc(Br)cc3F)c(C)c2c1	0.4%
Cc1ccc(-c2nc(C)c(CCNC(=O)C(=O)Nc3ccc4c(c3)OCO4)s2)cc1	5.0%
Cc1ccc(N(CC(=O)NC(C)C)C(=O)CCC(=O)Nc2ccccn2)c(C)c1	-1.8%
CCCCNc1nc(Oc2ccc(=O)[nH]n2)nc(N(C)C)n1	4.1%
N#Cc1nc(-c2ccc(COc3ccccc3)o2)oc1NCc1cccnc1	-1.3%
O=S(=O)(N/N=C/c1cccnc1)c1ccc(Cl)c(Cl)c1	-7.3%
O=C(Cn1c(=O)c2ccccc2n2nncc12)Nc1cccc(F)c1	0.1%
Nc1ccccc1C(=O)N/N=C1\C2CN3CCN(C2)CC1(c1ccccc1)C3	-11.6%
Cc1ccc2c(c1)N(C(=O)CCC(=O)NCCCN(C)Cc1ccccc1)CCO2	0.3%
CCOc1ccccc1-n1c(SCC(=O)N2CCOCC2)nc2ccccc2c1=O	7.8%
COCCCn1c(=N)c(C(=O)NC2CCCC2)cc2c(=O)n3cccc(C)c3nc21	-3.1%
Cc1ccc(NC(=O)CCc2nnc3n(CC(C)C)c(=O)c4ccccc4n23)cc1C	2.2%
CCCSc1nc2c(c(=O)n(C)c(=O)n2C)n1C	-8.3%
Cc1c(Cl)cnc(NC(=O)COC(=O)c2cccc(S(=O)(=O)N3CCOCC3)c2)c1Cl	-4.4%
COc1ccc(C2CC(=O)Nc3cc(OC)c(OC)cc32)cc1 (stereo unspecified)	-7.3%
CSc1ncnc2c1ncn2CCCN1CCN(C(=O)C2CC2)CC1	0.5%
O=C(CN1CCN(Cc2cccc3ccccc23)CC1)NCCc1ccccc1	0.6%
O=C(Cn1ncc2c1-c1ccccc1OC2)N1CCN(Cc2ccccc2)CC1	-4.7%
O=C(CSc1n[nH]c(-c2cccnc2)n1)Nc1ccc([N+](=O)[O-])cc1	9.4%
Cc1c(CNC2CCCCC2)c(C(=O)O)c(C)n1Cc1c(F)cccc1Cl	7.4%

# Carrying on:
structure	aSyn yeast rescue
Cc1cn2c(N)c(C=C3C=C(Cl)C(=O)C(Cl)=C3)c(=O)nc2s1	1.0%
COc1ccc(NC(=O)CSc2nnc(-c3cccs3)o2)cc1	-7.9%
CCc1ccc(NC(=O)C(=O)NCCc2sc(-c3ccc(C)cc3)nc2C)cc1	6.9%
Cc1cccc(CNC(=O)c2oc3c(c2C)-c2nn(Cc4cccc(Cl)c4)cc2CC3)c1	-13.4%
O=C(CCSCc1ccccc1F)N1CCN(c2ccc(Cl)cc2)CC1	?
O=c1n(Cc2ccc(F)cc2)c2ccccc2c2nc(-c3ccccc3)nn12	-0.7%
Cc1ccc2nc(-c3ccc(Cl)c(NC(=O)c4ccc(Br)o4)c3)oc2c1	-4.4%
COc1ccc(C2C(=O)N(C3CCCCCC3)CC(=O)N2Cc2ccc(C)cc2)cc1 (stereo unspecified)	-9.4%
Cc1ccc(S(=O)(=O)CCC(=O)OCC(=O)NCCc2ccccc2)cc1	-3.6%
COc1ccccc1N1CCN(S(=O)(=O)c2c(C)nc3sccn3c2=O)CC1	2.9%
Cc1ccsc1CN(C)CC(=O)N(C)CC(=O)Nc1c(Cl)cccc1Cl	4.3%
Cc1ccc(C(c2c(NC(=O)c3ccco3)sc(C)c2C)N2CCOCC2)cc1 (stereo unspecified)	-2.8%
Cc1cc(C)c2nc(NC(=O)c3ccc(S(=O)(=O)N4CCCC4)cc3)sc2c1	-7.6%
COc1ccc(C2=NS(=O)(=O)N(C)C(C(=O)NCc3ccco3)=C2)cc1OC	4.3%
COc1cccc(NC(=O)Nc2cc(-c3cn4cccnc4n3)ccc2C)c1	2.4%
Cc1csc2nc(COc3ccc(NC(=O)c4ccccc4F)cc3)cc(=O)n12	-15.9%
CCOc1ccc(OCC)c(NC(=O)C2CCN(c3cnccn3)CC2)c1	-1.6%
CN(C)/C=C(/C(=O)c1ccccc1)n1cncn1	6.3%
Cc1cccc(C)c1NC(=O)N1CCC(n2c(=O)[nH]c3ccccc32)CC1	4.5%
Cc1ccccc1NC(=O)C1CC(=O)OC12CCOC(C)(C)C2 (stereo unspecified)	-3.0%
CCCOc1ccc(C(=O)NC2CCSc3ccccc32)cc1 (stereo unspecified)	7.1%
COc1cccc(/C=C2\CCC(C3CCCC3)C2=O)c1OC (stereo unspecified)	-9.0%
S=c1[nH]nc(-c2ccccc2Cl)n1Cc1ccccc1	13.6%
CN(CC(=O)Nc1ccccc1Cl)C(=O)Cn1nnc(-c2ccc(F)cc2)n1	-5.2%
COc1ccc(Cn2ccc3nc(C)c(C(=O)N4CCN(c5ccc(F)cc5)CC4)cc3c2=O)cc1	3.9%
CCCN1CCN(CCNC(=O)Nc2cc(Cl)c(OC)cc2OC)CC1	-4.4%
CCC1CN(C(=O)N2CCC(C(=O)NCc3cccs3)CC2)c2cc(C)ccc2O1 (stereo unspecified)	-6.2%
Cc1cc(C)cc(NC(=O)CCCc2nnc3n(CC(C)C)c(=O)c4sccc4n23)c1	0.4%
COCCn1c(=S)[nH]c2cc(C(=O)N3CCN(C4CCCCC4)CC3)ccc2c1=O	-10.3%
Cc1ccc(N2CCN(/N=C/c3ccncc3)CC2)cc1	-2.3%
CSc1ccccc1C(=O)Nc1ccccc1C(=O)N1CCCC1	-11.5%
CCOc1cc(C2c3c(-c4ccccc4O)n[nH]c3C(=O)N2CCc2ccccc2)ccc1O (stereo unspecified)	-4.6%
Cc1ccc(C(=O)N[C@H](C(=O)OCc2nnc(-c3ccccc3)o2)C(C)C)cc1	1.1%
COc1ccccc1N1CCN(c2nc3c(S(=O)(=O)c4ccc(C)c(C)c4)nnn3c3ccc(Cl)cc23)CC1	-8.8%
COc1ccc(NC(=O)c2cc(S(=O)(=O)N3CCCCCC3)cn2C)c(OC)c1	1.5%
CCCOc1ccc(C2CC(=O)Nc3c2c(=O)n(C)c(=O)n3C)cc1OC (stereo unspecified)	2.6%
CN(C(=O)CCS(=O)(=O)c1cc2c(cc1Cl)NC(=O)CO2)C1CCCCC1	-7.5%&-8.3%
Cc1cccc(Cn2c(SCCN3CCOCC3)nc3c2c(=O)n(C)c(=O)n3C)c1	-1.0%
CCc1cccc(CC)c1NC(=O)CN1C(=O)C(=O)c2ccccc21	-8.9%
Cc1cc(OC(C)C(=O)Nc2sc3c(c2C(N)=O)CCCC3)ccc1Cl (stereo unspecified)	8.3%
COc1ccc(NC(=O)CN2C(=O)CCc3cc(S(=O)(=O)N4CCOCC4)ccc32)c(OC)c1	3.3%
N=c1sccn1CC(=O)Nc1ccccc1Sc1ccccc1	8.3%
COC(=O)c1cc2oc3ccccc3c2n1Cc1cc(C)ccc1C	-9.4%
COc1ccc(C(=O)N(Cc2cc(OC)c(OC)c(OC)c2)c2ccccn2)cc1	-7.9%
COC(=O)c1cc(OC)c(OC)cc1NC(=O)c1ccc2c(c1)CCN2S(C)(=O)=O	2.8%
CCOC(=O)C(C)Oc1cccc2c(=O)n(CC(=O)N3CCCc4ccccc43)ccc12 (stereo unspecified)	-7.3%
COC(=O)c1ccc(CSc2nnc3c(n2)[nH]c2ccccc23)cc1	4.8%
C[C@@H]1CN([C@H](C)CO)C(=O)c2cc(Br)cnc2O[C@H]1CN(C)C(=O)CC1CC1	1.7%
CS(=O)(=O)NCc1ccc(C(=O)O)cc1	11.2%
CCOc1ccccc1CNC(=O)C1CCN(S(=O)(=O)c2ccc3c(ccn3C)c2)CC1	6.5%
CCc1noc(C)c1C(=O)Nc1nc2c(C)cccc2s1	0.8%
Cc1cccc(OCCSc2nc3ccccc3n2CC(=O)N2CCCCC2)c1C	22.7%
COc1ccc(CNS(=O)(=O)c2ccc(-c3cc(C(F)(F)F)on3)s2)cc1OC	4.3%
Cc1ccc(NC(=O)Cn2c(=O)n(-c3ccccc3)c(=O)c3c4c(sc32)CCCC4)cc1	-2.8%
COC(=O)c1c(-c2cccs2)csc1NC(=O)c1ccc(Cl)cc1	-29.3%
Cn1c(N)c(C(=O)N2CCN(c3ccccc3)CC2)c(=O)n(C)c1=O	-8.5%
CCOc1ccc(-n2c(SCC(=O)Nc3cc(C)ccc3C)nc3c([nH]c4ccccc43)c2=O)cc1	-5.4%
CN(C)N=Nc1nc2c([nH]1)c(=O)n(C)c(=O)n2C	4.4%
CSc1nc(O)c(C(c2ccccc2Cl)c2c(O)nc(SC)[nH]c2=O)c(=O)[nH]1	5.7%
COc1ccc(-c2nnc(SCC(=O)Nc3ccccc3C)o2)cc1OC	5.8%
Cn1c(=O)c2c(-c3ccccc3Cl)n(-c3cc(Cl)ccc3O)cc2n(C)c1=O	5.5%

# Random excerpt: four entries already listed
structure	aSyn yeast rescue
CN(C)N=Nc1nc2c([nH]1)c(=O)n(C)c(=O)n2C	4.4%
CCOC(=O)C(C)Oc1cccc2c(=O)n(CC(=O)N3CCCc4ccccc43)ccc12 (stereo unspecified)	-7.3%
COc1ccc(-c2nnc(SCC(=O)Nc3ccccc3C)o2)cc1OC	5.8%
CSc1ccccc1C(=O)Nc1ccccc1C(=O)N1CCCC1	-11.5%
